# Source: PubChem
# CHRM4 antagonist – antagonists of human muscarinic M4 receptor (CHRM4). P08173. CHO-hM4 cells, ACh EC80, Fluo-8 calcium fluorescence. inhibition, % at 3 µM. 0.73% of 360,000 active;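 active = inhibition above its plate's cutoff, the mean inhibition of sample wells plus 3 SD, cut at about 27% in these data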;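 note: 0% = acetylcholine EC80 with DMSO and 100% = DMSO without agonist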
# Target sequence (P08173 whole entry, looked up): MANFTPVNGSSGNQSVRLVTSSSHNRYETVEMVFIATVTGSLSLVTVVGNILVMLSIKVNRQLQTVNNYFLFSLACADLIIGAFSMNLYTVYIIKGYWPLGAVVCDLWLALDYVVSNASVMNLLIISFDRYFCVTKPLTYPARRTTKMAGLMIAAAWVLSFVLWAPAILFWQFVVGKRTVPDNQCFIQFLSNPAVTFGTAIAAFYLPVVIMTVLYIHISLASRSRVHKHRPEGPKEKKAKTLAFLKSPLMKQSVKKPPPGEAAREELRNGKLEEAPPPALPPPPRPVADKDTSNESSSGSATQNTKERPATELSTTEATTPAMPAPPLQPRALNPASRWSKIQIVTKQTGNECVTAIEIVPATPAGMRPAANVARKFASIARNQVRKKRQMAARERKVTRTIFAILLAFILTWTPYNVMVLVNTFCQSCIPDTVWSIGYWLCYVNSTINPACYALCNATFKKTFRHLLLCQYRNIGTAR
# M5 ag – agonists of human muscarinic M5 receptor (CHRM5); P08912; CHO-K1 hM5 cells, Fluo-8 calcium fluorescence; 0% DMSO wells, 100% maximal acetylcholine response; activation, % at 3 µM; 0.19% of 360,000 active; AID 624037;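 active = activation above the run's mean over test compounds plus 3 SD, cut at about 23% in these data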;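 note: signal is peak over basal fluorescence ratio across the kinetic read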
# Target sequence (P08912 whole entry, looked up): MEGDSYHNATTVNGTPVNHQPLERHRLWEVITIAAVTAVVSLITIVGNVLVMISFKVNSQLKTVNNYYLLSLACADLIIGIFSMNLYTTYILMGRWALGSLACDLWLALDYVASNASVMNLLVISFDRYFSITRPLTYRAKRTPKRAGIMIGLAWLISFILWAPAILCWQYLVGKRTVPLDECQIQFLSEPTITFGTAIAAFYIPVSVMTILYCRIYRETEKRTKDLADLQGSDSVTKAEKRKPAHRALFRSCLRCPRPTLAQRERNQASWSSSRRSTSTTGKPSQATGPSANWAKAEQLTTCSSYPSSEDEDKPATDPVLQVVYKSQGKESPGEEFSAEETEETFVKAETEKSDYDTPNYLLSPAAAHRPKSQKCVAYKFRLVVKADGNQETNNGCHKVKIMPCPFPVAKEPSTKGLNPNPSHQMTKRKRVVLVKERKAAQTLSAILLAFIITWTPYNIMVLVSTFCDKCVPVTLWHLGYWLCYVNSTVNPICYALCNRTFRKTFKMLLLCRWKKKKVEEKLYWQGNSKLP
# CHRM4 PAM – CHRM4 positive allosteric modulation; 0.4% of 360,000 active; CHO-K1 hM4/Gqi5, Fluo-8 calcium fluorescence, ACh EC20; 0% = ACh EC20, 100% = maximal ACh; activation, % at 3 µM;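 active = activation above its plate's cutoff, the mean activation of sample wells plus 3 SD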; note: some results filed as inactive read as strong as hits
# M4 ag – CHRM4 agonism in calcium assay; P08173; CHO-K1 hM4/Gqi5, Fluo-8 calcium fluorescence; vehicle 0%, full acetylcholine response 100%; activation, % at 3 µM; 0.14% of 360,000 active;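 active = activation above the run mean over all test wells plus 3 SD, cut at about 32% in these data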;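 note: peak over basal fluorescence ratio per well then scaled between controls; 0% = DMSO wells and 100% = acetylcholine at EC100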
# CHO-K1 Ca PAM – counter-screen for M1 PAMs: effect in parental CHO-K1 cells. AID 602247. activation, % at 3 µM. ATP EC20, Fluo-8 calcium fluorescence; 0% at ATP EC20, 100% at ATP max. 0.02% of 360,000 active;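 active = activation above the run cutoff, the mean activation of all test compounds plus 3 SD, cut at about 40% in these data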;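 note: peak over basal fluorescence ratio in a 140 s read after ATP addition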
# CHO-K1 Ca antag – nonselective inhibitor or artifact in parental CHO-K1 cells; ATP-induced calcium, Fluo-8 fluorescence; inhibition, % at 3 µM; 0.6% of 360,000 active; AID 602250;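 active = inhibition above a per-plate cutoff, the plate's mean sample inhibition plus 3 SD, cut at about 24% in these data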;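 note: 0% = DMSO plus EC80 ATP and 100% = DMSO alone without ATP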
# CHRM5 antagonist – CHRM5 antagonism in calcium assay. P08912. CHO-hM5 cells, Fluo-8 calcium fluorescence, ACh EC80. inhibition, % at 3 µM. 0.59% of 360,000 active;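 active = inhibition above a per-plate cutoff, the mean of that plate's test compounds plus 3 SD, cut at about 27% in these data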;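 note: 0% = acetylcholine EC80 with DMSO and 100% = DMSO without agonist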
# M5 PAM – positive allosteric modulators of human muscarinic M5 receptor. CHO-K1 hM5, Fluo-8 calcium, ACh EC20 PAM; 0% = ACh EC20, 100% = ACh EC100. activation, % at 3 µM. 0.3% of 360,000 active. AID 624038;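 active = activation above the run cutoff, the mean activation of all test compounds plus 3 SD, cut at about 18% in these data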
#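 System – CHO-K1 hM5 cells · Compound – 3 µM, single dose · Incubation – compound preincubation 140 s before EC20 acetylcholine addition · Technique – Fluo-8 calcium fluorescence · Measure – Max/basal fluorescence ratio as % of EC20–EC100 ACh window · Benchmarks – low control EC20 acetylcholine (0%), high control EC100 acetylcholine (100%) · Replication – singlicate, one well per test compound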
# CHO-K1 Ca ag – M1 agonist counterscreen hit in parental CHO-K1 cells; activation, % at 3 µM; 0.48% of 360,000 active; Fluo-8 calcium fluorescence; scaled to maximal ATP response, vehicle zero; in the data active = activation above about 15%;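 note: untransfected CHO-K1 host cells lacking M1 receptor as counterscreen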
# The depositor's hits bear a star.
# Results follow in this order: CHRM4 antagonist, M5 ag, CHRM4 PAM, M4 ag, CHO-K1 Ca PAM, CHO-K1 Ca antag, CHRM5 antagonist, M5 PAM, CHO-K1 Ca ag
COc1ccc(C(=O)N2CCNC(=O)C2CC(=O)Nc2ccc(C)c(C)c2)cc1 (stereo unspecified)
 : -23, -5, 12, 1, 7, -8, 1, 3, -0.2
Cc1ccc(S(=O)(=O)N(C)CC(=O)N2CCCCCC2)cc1
 : 3, -1, 1, 1, 15, -5, 2, 5, 0.0
CCCCn1c(/N=C/c2ccccc2NS(=O)(=O)c2ccc(C)cc2)nc2ccccc21
 : 0, -5, 3, 0, 20, -6, 11, -7, 1.3
CCOc1cc(/C=N/n2cnnc2)ccc1OCC(=O)Nc1ccccc1OC
 : 12, -1, 0, 1, 7, 3, 5, -3, 1.3
Cc1cccc(NC(=O)NNC(=O)c2nn(C)cc2Br)c1
 : 11, 2, 15, 2, -1, -7, 6, -6, 0.6
Cc1ccc(NC(=O)Nc2cccn(Cc3c(F)cccc3Cl)c2=O)cc1
 : 7, 2, -1, 1, 12, -12, 0, 2, 0.1
O=C(CN(C(=O)CCC(=O)Nc1nccs1)c1ccc(F)cc1)NCc1ccco1
 : 12, 1, -2, 1, 19, -5, 1, -1, 0.2
CC(=O)c1ccccc1OCC(O)CN1CCN(C(c2ccccc2)c2ccccc2)CC1 (stereo unspecified)
 : 35*, -11, -23, 1, 1, 4, 17, -31, 0.0
Cc1sc2nc(SCC(=O)N(CCO)CCO)nc(N)c2c1C
 : -1, -3, 9, 2, 12, -17, 1, -6, -0.3
COc1cc(/C=C2\NC(=S)NC2=O)ccc1OCc1cccc(C(=O)O)c1
 : -8, 0, 6, -1, -6, 18, 5, 9, -0.2
COc1ccc(-c2cc(C)nc(SCC(=O)c3cccc([N+](=O)[O-])c3)n2)cc1
 : -2, 1, 3, 0, 10, -25, -1, -9, 1.8
Cc1cccc(C(=O)NNC(=O)c2ccc(NS(=O)(=O)c3cccs3)cc2)c1C
 : -2, -2, -4, 1, 16, -13, -3, 2, 0.3
CC(=O)/C(=N\Nc1cccc(Cl)c1)Sc1cccc2cccnc12
 : 2, 1, -2, 0, 27, -10, 5, -2, 1.2
N=c1oc2ccc(Br)cc2cc1C(=O)NCc1ccc(F)cc1
 : -8, -2, 6, 1, -7, -3, 17, -3, 0.4
CCC(C(=O)OCC(=O)NCc1ccc2c(c1)OCO2)c1ccccc1 (stereo unspecified)
 : 1, -5, -6, 1, 1, -15, 5, -9, 0.5
CNC(=O)CSc1nnc(-c2ccco2)n1-c1ccc(C)cc1
 : -4, -5, 10, 2, 15, -8, 2, 5, 0.2
CCN(CC)C(=O)[C@H]1CC(CC(=O)NC/C=C(\C)CCC=C(C)C)C(=O)N2CCc3c([nH]c4ccc(OC)cc34)[C@]12C (stereo partly specified)
 : -1, 5, -7, 2, 3, 0, -8, 2, -0.2
CN(C)C(=O)CCc1ccc2c3c([nH]c2c1)[C@]1(C)[C@@H](C(=O)N2CCOCC2)C[C@H](CC(=O)NCCCn2ccnc2)C(=O)N1CC3
 : -13, 0, 2, 1, 20, -19, -9, -1, 0.7
Cc1ccc(C(=O)NNC(=O)c2ccoc2C)s1
 : 1, 2, -5, 0, 19, -4, 3, -2, 3.0
CC(C)CC(NC(=O)C1CCC(C)CC1)C(=O)NCc1cccnc1 (stereo unspecified)
 : -8, -1, 2, 0, 10, -1, -2, 3, 1.7

# Looked up above:
# Cc1cccc(C(=O)NNC(=O)c2ccc(NS(=O)(=O)c3cccs3)cc2)c1C in CHRM5 antagonist is listed with -3
# Cc1ccc(NC(=O)Nc2cccn(Cc3c(F)cccc3Cl)c2=O)cc1 in M5 ag is listed with 2
# Cc1ccc(S(=O)(=O)N(C)CC(=O)N2CCCCCC2)cc1 in CHRM4 antagonist is listed with 3
# CCC(C(=O)OCC(=O)NCc1ccc2c(c1)OCO2)c1ccccc1 (stereo unspecified) in M5 ag is listed with -5
# CCOc1cc(/C=N/n2cnnc2)ccc1OCC(=O)Nc1ccccc1OC in CHO-K1 Ca antag is listed with 3
# CNC(=O)CSc1nnc(-c2ccco2)n1-c1ccc(C)cc1 in M4 ag is listed with 2
# COc1ccc(C(=O)N2CCNC(=O)C2CC(=O)Nc2ccc(C)c(C)c2)cc1 (stereo unspecified) in M4 ag is listed with 1

# The listing picks up, repeating the four entries before the break.
# Results follow in this order: CHRM4 antagonist, M5 ag, CHRM4 PAM, M4 ag, CHO-K1 Ca PAM, CHO-K1 Ca antag, CHRM5 antagonist, M5 PAM, CHO-K1 Ca ag
CCN(CC)C(=O)[C@H]1CC(CC(=O)NC/C=C(\C)CCC=C(C)C)C(=O)N2CCc3c([nH]c4ccc(OC)cc34)[C@]12C (stereo partly specified)
 : -1, 5, -7, 2, 3, 0, -8, 2, -0.2
CN(C)C(=O)CCc1ccc2c3c([nH]c2c1)[C@]1(C)[C@@H](C(=O)N2CCOCC2)C[C@H](CC(=O)NCCCn2ccnc2)C(=O)N1CC3
 : -13, 0, 2, 1, 20, -19, -9, -1, 0.7
Cc1ccc(C(=O)NNC(=O)c2ccoc2C)s1
 : 1, 2, -5, 0, 19, -4, 3, -2, 3.0
CC(C)CC(NC(=O)C1CCC(C)CC1)C(=O)NCc1cccnc1 (stereo unspecified)
 : -8, -1, 2, 0, 10, -1, -2, 3, 1.7
C/C(=N\NC(=S)NC(C)C)c1ccccc1OC(F)F
 : -5, -8, 1, 1, 22, -6, 8, -4, 1.7
O=C(c1cccc2ccccc12)N1CCN(Cc2ccccc2F)CC1
 : 1, 5, -3, 4, 15, -9, -4, -2, 1.4
COc1ccc(O)c(-c2[nH]ncc2C(=O)c2ccccc2C)c1
 : 5, 1, 3, 2, 10, 6, 8, 5, 0.6
COC(=O)c1c(C)[nH]c(C(=O)CSc2ncnc3sc(-c4ccccc4)cc23)c1C
 : -2, 0, 11, 0, 17, 0, 1, -2, 0.0
O=C(NCC(c1cccs1)N1CCOCC1)c1cccnc1 (stereo unspecified)
 : 10, -3, -6, 1, -3, -5, 16, -8, 0.7
CC(=O)/C(N=Nc1ccc2c(c1)OCO2)=C(\C)O
 : 2, -1, 3, 1, 11, -3, 1, 0, 1.1
CCCC(=O)NC(=S)NNC(=O)c1ccc([N+](=O)[O-])cc1
 : -10, -4, 7, 1, 2, 0, 15, -1, -0.5
Cc1ccc(C)c(NS(=O)(=O)c2ccc(-c3ccc(=O)[nH]n3)o2)c1
 : 2, -1, 5, 1, 29, -7, 1, 5, 2.6
Cc1ccc(C)c2sc(NC(=O)c3ccc(N4C(=O)CCC4=O)cc3)nc12
 : -18, 2, 3, 0, -2, 14, -2, -4, 0.3
Cc1ccccc1CNC(=O)CCn1nc(C)c2c(C)n(-c3ccccc3)nc2c1=O
 : -5, -5, -9, 1, 17, -16, 4, -2, -0.2
Cc1nnc(NC(=O)c2ccc3c(c2)NC(=O)CS3)s1
 : 16, -1, 5, 1, 15, -10, 16, -5, 1.0
Cc1ccc(-n2nc(C)c3c(C)c(CCC(=O)NCC4CCCO4)c(=O)n(C)c32)cc1 (stereo unspecified)
 : 2, -4, 0, 0, -14, -8, 16, -4, 0.6
CCOC(=O)c1ccc(S(=O)(=O)N2CCC(N3CCCCC3)CC2)cc1
 : 13, -3, -10, 3, 7, 2, 10, -4, 0.5
COc1ccc(C(=O)Nc2ccccc2C(=O)NCCN2CCOCC2)cc1OC
 : 4, -4, -1, 4, 0, -8, 5, -2, 1.7
COC(=O)c1ccc(C(=O)N2CCCC(CNC(=O)c3ccc(F)cc3)C2)cc1 (stereo unspecified)
 : 7, 0, -3, 0, -10, -15, 5, -4, 0.5
CN(CC(=O)Nc1ccc(F)cc1)C(=O)c1ccc(OCc2cn3ccccc3n2)cc1
 : 2, 1, 3, 3, 8, -16, 11, -5, 1.2
COc1ccc(NC(=O)C2CCCO2)c(OC)c1 (stereo unspecified)
 : 1, -1, -4, 0, 5, -4, 17, -6, 0.0
Cc1ccc(S(=O)(=O)N2CCN(C(=O)Cn3c(=O)oc4ccccc43)CC2)c(C)c1
 : -13, 1, 10, 2, 13, -19, -14, 6, 2.4
CC(C)c1ccc(CNc2nc(NCC3CC3)nc3ccsc23)cc1
 : 2, 2, -6, 5, 16, -7, 4, -3, 6.0
COC(=O)c1sccc1NC(=S)N1CCCC(C)C1 (stereo unspecified)
 : -3, -3, -1, -1, 0, 7, 0, 2, -0.7
COc1ccc(C(=O)Nc2cccc(NC(C)=O)c2)cc1
 : 8, 2, -1, 1, 17, -3, -7, 7, 0.3
COc1ccc(NC(=O)CSc2ccc(-c3cccs3)nn2)c(OC)c1
 : -9, -2, 4, 1, 11, -10, 2, 9, -0.3
COc1ccccc1C(NC(=O)C1CCN(CCOc2ccc(Cl)cc2)CC1)c1ccccn1 (stereo unspecified)
 : 1, -2, -2, 2, 9, -1, 0, -2, 0.6
CCCCCC(=O)N1C[C@H](O)[C@@H](n2cc(C3CC3)nn2)C[C@@H]1c1ccc(OC)cc1
 : -12, 2, 3, 4, 20, -9, 1, 2, 2.2
CCCc1ncc(C(O)c2cccc3ccccc23)n1C (stereo unspecified)
 : 2, -13, -5, 1, 25, -9, -9, 1, 1.5
CCN(CC)CCOc1ccc2c(c1)C(=NO)c1cc(OCCN(CC)CC)ccc1-2
 : 2, 2, -4, -1, 5, -13, -7, -1, -0.2
COc1ccc(-c2c(C#N)c(N)nc3sc(C(=O)c4ccc(C)cc4)c(N)c23)cc1
 : -16, -3, 17, 2, 24, -10, 1, -1, 0.5
O=C(COC(=O)c1ccc(O)cc1)Nc1cc(C(F)(F)F)ccc1N1CCOCC1
 : 2, 6, 0, 5, 5, -10, 10, -1, 3.5
CCOC(=O)COc1ccc(C)cc1-c1ccno1
 : 11, 1, 5, 0, 20, 3, -2, 3, 0.9
CC(=O)Nc1ccc(S(=O)(=O)N2c3ccccc3NC(=O)CC2C)c(Cl)c1 (stereo unspecified)
 : 4, 2, 2, 1, 12, -16, -6, 9, 1.3
O=C(O)CC(NC(=O)C12CC3CC(CC(C3)C1)C2)c1ccc(F)cc1 (stereo unspecified)
 : -8, 0, 4, 1, 13, -5, 6, 0, 0.7
CCc1ccc(/C=C2\Oc3cc(OS(C)(=O)=O)ccc3C2=O)cc1
 : -6, -5, -8, 1, 0, 3, -2, -9, -0.6
CCN(c1ccc(OC)cc1)S(=O)(=O)c1cc(-c2cc(C)no2)ccc1C(C)C
 : -8, -4, -8, -1, 22, -16, -11, -4, 0.0
CCOc1cc2c(cc1OC)C(NC(=O)c1ccco1)CC2=O (stereo unspecified)
 : -4, -7, 1, 1, 4, 2, 2, 3, 0.0
COc1cccc(CNC(=O)CCNS(=O)(=O)c2ccc3c(c2)CC(C)N3C(C)=O)c1 (stereo unspecified)
 : -3, -4, 0, 1, -8, 13, 9, -5, 0.8
CC(=O)c1ccc(NC(=O)CC2Nc3cccc4cccc(c34)NC2=O)cc1 (stereo unspecified)
 : 3, -3, -15, 5, -7, 2, -9, -8, 1.1
Cc1ccc(C)c(N2CCN(C(=O)CN(C)S(=O)(=O)c3cnc[nH]3)CC2)c1
 : 2, -1, -5, 1, -6, 9, -1, 6, 0.1
